Screens (PubChem)
NCOA1 inh – SRC1 coactivator transcriptional activity inhibitors, primary screen, cell-based, luminescence | inhibition, % at 3.6 µM | AID 588354, 2011 | HEK293 GAL4-SRC1 luciferase reporter | 360,000 tested, 0.12% active | Nuclear receptor coactivator 1 (Homo sapiens), Q15788;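 active = inhibition above the campaign mean plus 3 SD, with each screening campaign given its own cutoff, cut at about 60% in these data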;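 note: 0% = DMSO treated cells and 100% = gossypol at 36 µM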
NCOA2 inhibitor – inhibition of GAL4-SRC2 driven luciferase reporter, primary screen, SRC2 inhibitor project, cell-based, luminescence. Nuclear receptor coactivator 2 (Homo sapiens), Q15596. HEK293 GAL4-SRC2 luciferase reporter. inhibition, % at 9 µM. 370,000 tested, 0.17% active;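 active = inhibition above the mean inhibition of all tested compounds plus 3 SD, set per campaign, cut at about 52% in these data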;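 note: 0% = DMSO treated cells and 100% = cells given Gossypol at 36 µM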
NR2F2 inh – NR2F2 transcriptional activity inhibitors, primary screen, cell-based, luciferase reporter, HEK293T, luminescence | COUP transcription factor 2 (Homo sapiens), P24468 | HEK293T NGFI-A luciferase reporter | inhibition, % at 8.6 µM | 370,000 tested, 0.7% active;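 active = inhibition above a per-plate cutoff, mean inhibition of test wells between control levels plus 3 SD, cut at about 38% in these data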;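 note: cells cotransfected with COUP-TFII expression vector driving the NGFI-A reporter; 0% = median of COUP-TF2 test wells and 100% = reporter-only cells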
CF NFkB block – inhibitors of PAF-induced NF-kB signaling, primary screen, cell-based, GFP fluorescence, uHTS | KKLEB NF-kB-GFP reporter, GFP fluorescence overnight | inhibition, % at 5 µM | 360,000 tested, 0.86% active | AID 588850, 2011;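 active = at least 50% inhibition at 5 µM, scaled per plate between neutral and stimulator controls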;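 note: PAF is a Pseudomonas aeruginosa culture filtrate used as stimulus; plate controls were PAF-stimulated DMSO wells for no effect and unstimulated DMSO wells for full effect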
SRC3 inh – SRC3 coactivator transcriptional activity inhibitors, primary screen, cell-based, luminescence. Nuclear receptor coactivator 3 (Homo sapiens), Q9Y6Q9. HEK293 GAL4-SRC3 luciferase reporter. inhibition, % at 3.6 µM. 360,000 tested, 0.17% active. AID 588352, 2011;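 active = inhibition above a per-campaign cutoff, the mean of all compounds plus 3 SD, cut at about 60% in these data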;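 note: 0% = DMSO-treated cells and 100% = gossypol-treated cells at 36 µM; higher means less SRC3-driven luciferase light from the GAL4 reporter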
Target sequence (Q9Y6Q9 whole entry, looked up, the tested form may be a part): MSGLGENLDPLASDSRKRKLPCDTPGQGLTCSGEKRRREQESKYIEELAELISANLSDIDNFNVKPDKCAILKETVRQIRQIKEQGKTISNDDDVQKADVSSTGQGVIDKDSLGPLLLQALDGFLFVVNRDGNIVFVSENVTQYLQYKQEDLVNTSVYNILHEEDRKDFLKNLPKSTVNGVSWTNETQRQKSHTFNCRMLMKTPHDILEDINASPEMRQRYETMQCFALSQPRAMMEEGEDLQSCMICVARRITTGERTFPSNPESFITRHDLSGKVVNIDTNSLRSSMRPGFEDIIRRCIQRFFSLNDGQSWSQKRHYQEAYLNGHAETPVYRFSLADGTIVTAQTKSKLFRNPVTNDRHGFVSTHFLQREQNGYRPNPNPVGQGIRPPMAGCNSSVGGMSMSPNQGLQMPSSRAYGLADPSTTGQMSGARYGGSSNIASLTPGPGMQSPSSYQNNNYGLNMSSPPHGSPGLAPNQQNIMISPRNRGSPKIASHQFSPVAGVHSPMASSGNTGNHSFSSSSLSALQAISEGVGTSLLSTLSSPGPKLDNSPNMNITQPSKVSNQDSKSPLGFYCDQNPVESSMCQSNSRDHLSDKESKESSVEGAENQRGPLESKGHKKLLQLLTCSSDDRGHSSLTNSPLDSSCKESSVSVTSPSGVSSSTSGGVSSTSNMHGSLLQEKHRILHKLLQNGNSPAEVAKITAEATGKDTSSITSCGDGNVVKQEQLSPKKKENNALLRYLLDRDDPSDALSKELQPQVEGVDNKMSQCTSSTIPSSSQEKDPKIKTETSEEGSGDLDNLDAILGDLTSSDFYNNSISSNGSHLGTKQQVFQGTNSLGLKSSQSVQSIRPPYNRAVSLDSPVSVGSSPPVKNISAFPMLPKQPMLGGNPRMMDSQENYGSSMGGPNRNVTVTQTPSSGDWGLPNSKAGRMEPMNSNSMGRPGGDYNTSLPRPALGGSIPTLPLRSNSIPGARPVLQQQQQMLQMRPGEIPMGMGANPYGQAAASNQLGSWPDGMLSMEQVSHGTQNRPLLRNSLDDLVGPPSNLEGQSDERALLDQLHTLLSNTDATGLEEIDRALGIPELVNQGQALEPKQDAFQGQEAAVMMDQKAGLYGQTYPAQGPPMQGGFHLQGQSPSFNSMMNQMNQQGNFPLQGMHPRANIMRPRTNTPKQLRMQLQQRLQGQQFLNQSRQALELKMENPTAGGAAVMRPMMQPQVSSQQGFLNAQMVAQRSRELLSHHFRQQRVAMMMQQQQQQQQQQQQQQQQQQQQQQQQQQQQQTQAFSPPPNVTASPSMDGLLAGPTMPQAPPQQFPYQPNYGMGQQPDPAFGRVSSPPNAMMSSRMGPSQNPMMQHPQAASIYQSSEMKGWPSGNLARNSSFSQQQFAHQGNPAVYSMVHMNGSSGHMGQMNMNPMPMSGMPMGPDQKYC
NR5A2 inv ag – LRH-1 (NR5A2) inverse agonists, primary screen, cell-based, luminescence, HEK293T, StAR-luciferase reporter; Nuclear receptor subfamily 5 group A member 2 (Homo sapiens), O00482; LRH-1 transfected, 24 h; inhibition, % at 3.6 µM; 360,000 tested, 0.13% active;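 active = inhibition above the mean inhibition of all tested compounds plus 3 SD, cut at about 73% in these data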;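 note: 0% = DMSO wells and 100% = reporter-only cells lacking LRH-1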
TWEAK Fn14 block – inhibitors of TWEAK-Fn14 signaling, primary screen, luciferase reporter cells, uHTS | 360,000 tested, 2% active | TWEAK-stimulated Fn14 reporter cells, luciferase luminescence, 8 h | inhibition, % at 10 µM; in the data active = inhibition above about 50%
C8 TRAIL sens – viability loss with TRAIL in NB7+C8 cells, primary screen, TRAIL sensitizer project, cell-based, ATPlite luminescence; inhibition (viability loss, TRAIL sensitization), % at 10 µM; 360,000 tested, 1% active;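 active = compounds causing at least 50% loss of cell viability in the single-dose screen, relative to plate controls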
EBV LMP1 NFkB – EBV LMP1-driven NF-kappaB luciferase reporter inhibitors, primary screen, cell-based, luminescence, single point. LMP1-induced NF-kappaB luciferase reporter cells. inhibition, % at 12.5 µM. 350,000 tested, 0.69% active; in the data active = inhibition above about 41%;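 note: 0% = neutral control wells and 100% = reference inhibitor control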
KKLEB tox – cytotoxicity in KKLEB CF airway cells, primary screen, cytotoxicity control for CF NF-kB inhibitor project, cell-based, uHTS, fluorescence assay plates. activity change (cytotoxicity), % at 5 µM. AID 602141, 2011. 360,000 tested, 0.36% active. KKLEB CF airway cells viability, ATPlite luminescence, overnight; stronger effect = lower value; cells stimulated with P. aeruginosa culture filtrate;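 active = corrected activity change at or below -50% at 5 µM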
TROY NFkB inh – inhibitors of TROY-driven NF-kB signaling, primary screen, Q293 LMP1-TROYcd cells, NF-kB luciferase, uHTS | inhibition, % at 10 µM | AID 1347056, 2019 | 360,000 tested, 0.98% active | Q293 LMP1-TROYcd NF-kB luciferase reporter, 4 h;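 active = compounds whose plate-normalised and pattern-corrected inhibition of the luciferase reporter signal at the single screening dose is 50% or more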
* hit, by the source's call; nt = not tested or not shown.

No. | SMILES | NCOA1 inh | NCOA2 inhibitor | NR2F2 inh | CF NFkB block | SRC3 inh | NR5A2 inv ag | TWEAK Fn14 block | C8 TRAIL sens | EBV LMP1 NFkB | KKLEB tox | TROY NFkB inh
1 | Cc1nn(C(=O)CNS(=O)(=O)c2ccccc2)c(C)c1Sc1ccc(Cl)cc1 | -9 | 15 | 13 | 2 | -48 | 17 | -19 | 11 | 4 | 1 | 6
2 | COC(=O)[C@]12CCCCC=C1N(Cc1ccccc1)C(=O)[C@H](CC(=O)NCCCN1CCCC1=O)C2 | nt | 18 | -10 | nt | nt | -6 | -5 | -3 | nt | nt | 0
3 | CCC(CO)Nc1ccc(-c2n[nH]c(=O)c3ccccc23)cc1[N+](=O)[O-] (stereo not drawn) | 0 | -15 | 21 | 16 | -25 | -33 | -5 | 12 | 12 | -4 | -4
4 | O=C(C[C@@H]1C/C=C\CCCC(=O)OC[C@@H](c2ccccc2)NC1=O)NCCO | -10 | -25 | -7 | 11 | 6 | -7 | -3 | 3 | -5 | -2 | -7
5 | Cn1c(=O)c2c(SCC(=O)NCC3CCCO3)nc(CC(C)(C)C)nc2n(C)c1=O (stereo not drawn) | -30 | 15 | 3 | 36 | 18 | -2 | 2 | -10 | -1 | -4 | 19
6 | Cc1ccc(C(=O)NNc2ncnc3ccccc23)cc1 | -101 | -74 | 2 | -13 | -111 | -82 | -12 | 42 | -3 | 7 | -66
7 | O=C(COc1ccc(Br)cc1)N/N=C1\SCC(=O)N1c1ccc(F)cc1 | 4 | 29 | -16 | -18 | 21 | 19 | 14 | 11 | 2 | 10 | -11
8 | CC(C)(C)OC(=O)NCCCCCNC(=O)c1nc[nH]c1C(=O)N1CCN(C(=O)OC(C)(C)C)CC1 | -9 | -10 | 18 | -9 | -5 | 6 | 6 | 3 | -3 | 11 | 20
9 | CCN1C(=O)C2(/C(=C(\O)c3ccc4c(c3)OCCO4)C(=O)C(=O)N2CCCOC)c2ccccc21 (stereo not drawn) | -1 | -14 | -3 | -10 | 24 | 7 | 4 | -3 | -19 | 5 | -16
10 | COc1cccc(-c2nn(-c3ccccc3)cc2C(=O)n2nnc3ccccc32)c1 | -5 | 24 | -8 | 10 | 0 | 3 | 17 | -3 | 1 | -22 | -10
11 | C=C(C)Cn1c(-c2cccc([N+](=O)[O-])c2)n[nH]c1=S | -4 | -11 | -7 | 4 | 6 | -11 | 15 | -1 | -5 | 5 | 17
12 | O=C(N/N=C/c1ccccn1)C(=O)N1CCCCCC1 | 12 | 5 | -7 | -2 | 19 | 7 | -4 | 4 | 5 | -9 | -13
13 | COc1cc(OC)cc(-c2c(-c3ccc(F)cc3)c3cc(-c4ccc5[nH]ccc5c4)ccc3n2C)c1 | 7 | -8 | 3 | 19 | 4 | -6 | 10 | 16 | 4 | -15 | 2
14 | CCN(CC)c1ccc(/C=N/NC(=O)c2ccoc2C)cc1 | -111 | -62 | -34 | 8 | -59 | -100 | 63* | 16 | -1 | -12 | 42
15 | O=C(c1ccc(Cl)cc1)[C@@H]1[C@@H]2C(=O)N(c3ccc(Cl)cc3)C(=O)[C@@H]2C2c3ccccc3C=NN21 (stereo partly drawn) | 9 | 0 | 6 | 10 | 8 | 5 | -12 | -5 | 14 | 0 | 10
16 | Cc1ccc(Oc2nc(-c3ccccn3)nc3ccccc23)cc1 | -17 | -10 | 4 | -13 | -14 | -33 | -31 | 30 | nt | -3 | -55
17 | COc1ccc(-c2ccc(N3C(c4ccsc4)=Cc4ccc(F)cc4C3c3c[nH]c4ccccc34)cc2)cc1 (stereo not drawn) | nt | -70 | -27 | nt | nt | -29 | 45 | 15 | nt | nt | -7
18 | NCCCCC(N)c1cn([C@@H](CCC(=O)O)C(=O)N2CCNCC2)nn1 (stereo partly drawn) | -6 | -23 | -5 | -1 | -11 | -6 | -18 | -4 | 5 | 9 | -6
19 | CCOC(=O)C1(Cc2ccccc2)CCN(Cc2cccc3nccnc23)CC1 | 7 | 19 | 3 | -2 | 10 | 16 | 24 | 2 | -1 | 7 | 9
20 | CCCCc1n[nH]c2c1/C(=N/O)CC(c1ccccc1)C2 (stereo not drawn) | -24 | -29 | -8 | 8 | -4 | -40 | -14 | 0 | 25 | -22 | nt

More structures:
No. | SMILES | NCOA1 inh | NCOA2 inhibitor | NR2F2 inh | CF NFkB block | SRC3 inh | NR5A2 inv ag | TWEAK Fn14 block | C8 TRAIL sens | EBV LMP1 NFkB | KKLEB tox | TROY NFkB inh
21 | CCOc1ccc(OCCCCn2cnc3ccccc3c2=O)cc1 | 16 | -36 | -3 | 14 | 18 | 17 | -12 | -7 | 5 | -5 | -5
22 | O=C(Cc1ccccc1)Nc1ccc(C(=O)O)cc1 | 0 | -24 | 4 | 0 | -5 | -21 | -1 | -14 | 1 | -4 | 10
23 | COc1cc(NC(=O)Cn2cnc(C(=O)Nc3ccc(C)c(C)c3)n2)cc(OC)c1OC | 0 | 0 | -9 | 8 | 1 | -1 | -4 | 0 | -8 | 0 | -16
24 | CCc1ccc(C2C(C#N)=C(N)Oc3n[nH]c(CC(=O)OC)c32)cc1 (stereo not drawn) | 6 | 16 | -3 | 6 | -10 | -7 | 6 | 11 | -1 | 4 | -12
25 | O=C(Cc1ccccc1)NCCc1c[nH]c2ccccc12 | -1 | -6 | 6 | 6 | -5 | 2 | 6 | -4 | 6 | -13 | -12
26 | CCCc1cc(=O)[nH]c(SCC(=O)c2ccc3c(c2)OCCO3)n1 | 2 | -1 | -1 | 8 | 10 | -10 | -33 | 1 | 1 | -4 | -10
27 | CC(=O)Nc1cc(C(=O)NCc2ccco2)ccc1Sc1ccc(C)cc1 | 3 | -18 | -2 | 12 | 15 | 12 | 13 | -10 | -2 | 9 | 21
28 | CC(C)c1cccc(C(C)C)c1NC(=O)COC(=O)[C@H](C)NC(N)=O | 0 | 7 | -8 | 17 | 2 | -9 | 16 | -15 | -6 | -10 | -2
29 | Cc1c(NC(=O)CSc2cccc3cccnc23)c(=O)n(-c2ccccc2)n1C | -9 | -23 | 16 | -9 | 11 | -14 | -47 | -20 | 39 | 3 | -29
30 | N#CC1=C2SCN(Cc3ccccc3)CN2C(=O)CC1c1ccccc1F (stereo not drawn) | 3 | nt | nt | 0 | -29 | 21 | 5 | 5 | -3 | -5 | 7
31 | O=C1Nc2cccc3c2N(CCC3)C2=C1CCC2 | -24 | -3 | -2 | -23 | -54 | -11 | 4 | -4 | -13 | 12 | 8
32 | Cn1nnnc1SCC(=O)Nc1ccc2c(c1)OCCO2 | -118 | -61 | -33 | -8 | -82 | -113 | 32 | -1 | 8 | 2 | 5
33 | CCc1nc2sc3ccccc3c(=O)c2c(=O)n1Cc1ccc(OC)cc1 | -7 | -21 | 10 | -14 | 2 | 17 | -30 | -1 | 0 | 4 | -23
34 | COc1ccc(C(=O)COC(=O)CNC(=O)c2ccc(OC)cc2)cc1 | 7 | -7 | -11 | -10 | -4 | 10 | 1 | -2 | -3 | 8 | 12
35 | CN(c1cc(=O)n2ccccc2n1)C1CCCCC1 | -40 | -21 | -16 | 13 | -9 | -31 | -4 | -4 | -4 | 3 | nt
36 | O=C(Nc1ccc2c(c1)C(=O)NC2=O)c1ccccc1Cl | -5 | -28 | 5 | -1 | -14 | 3 | -7 | 3 | 9 | 1 | -12
37 | O=C(COC(=O)c1cccc(NS(=O)(=O)c2ccc(F)c(F)c2)c1)NC(=O)NC1CCCC1 | -4 | -26 | 1 | -6 | 16 | -3 | 13 | 8 | -1 | 2 | 32
38 | CC(C)CC1C(=O)N(Cc2cn(CCC3OCCCO3)nn2)CCS(=O)(=O)N1Cc1ccc(-c2cccc(N(C)C)c2)cc1 (stereo not drawn) | -2 | -26 | -13 | 7 | -9 | -5 | 11 | -10 | 9 | -1 | -4
39 | O=C(NCCCn1ccnc1)C(=O)NCC1OCCN1S(=O)(=O)c1ccc(Br)cc1 (stereo not drawn) | 6 | -4 | 5 | 0 | 12 | -7 | 2 | 1 | 4 | 5 | -8
40 | COc1ccccc1-c1csc(C(O)c2ccccc2)n1 (stereo not drawn) | -7 | -11 | -8 | 10 | -11 | -18 | -2 | -1 | nt | -13 | -14

Remaining list, next part:
No. | SMILES | NCOA1 inh | NCOA2 inhibitor | NR2F2 inh | CF NFkB block | SRC3 inh | NR5A2 inv ag | TWEAK Fn14 block | C8 TRAIL sens | EBV LMP1 NFkB | KKLEB tox | TROY NFkB inh
41 | NC(=O)CN1CCN(CCN2C(=O)c3cccc4cccc(c34)C2=O)CC1 | -7 | -10 | 5 | -15 | -30 | -12 | 4 | 3 | -3 | 0 | -32
42 | O=C(COC(=O)c1c(F)cccc1F)NCc1cccs1 | 0 | -6 | -8 | -8 | 16 | 8 | -20 | -2 | 0 | 27 | -52
43 | COc1ccc(-c2[nH]c(-c3ccc4c(c3)OCO4)nc2-c2ccccc2)cc1 | 3 | 3 | -4 | -10 | 3 | -1 | 31 | 9 | 6 | 5 | 60*
44 | O=C(Oc1cccc(NC(=O)c2ccccc2Cl)c1)c1ccc([N+](=O)[O-])cc1 | -14 | -25 | -33 | 14 | -30 | -27 | -37 | 15 | -1 | -8 | -21
45 | COC(=O)c1ccccc1NC(=O)C1CCCN(S(C)(=O)=O)C1 (stereo not drawn) | 5 | -28 | 14 | 0 | -4 | -6 | 15 | -3 | -18 | -2 | 0
46 | COCC1CCCCN1C(=O)c1ccc2oc(CCCc3ccccc3)nc2c1 (stereo not drawn) | -25 | -5 | 0 | 18 | -32 | -37 | 2 | 11 | 0 | -8 | -21
47 | CCOC(=O)N1CCN(C(=O)c2ccc(C)c(S(=O)(=O)N3CCCCC3)c2)CC1 | 6 | 4 | 8 | -40 | 10 | -20 | -5 | -22 | 5 | 24 | -9
48 | CC(C)(C)C(=O)/C=c1\[nH]c(=O)/c(=C\c2ccccc2F)s1 | 2 | -12 | 8 | 8 | 0 | -30 | -6 | 13 | -2 | 2 | -42
49 | Cn1c(=O)c(C(=O)NCc2ccc(Cl)cc2)c(O)c2ccccc21 | -6 | 28 | 9 | -10 | -8 | -3 | 5 | -2 | 3 | 5 | -3
50 | O=C1c2ccccc2NC(c2cccc(O)c2)N1c1ccccc1 (stereo not drawn) | -10 | 6 | 14 | 1 | -11 | 17 | 13 | 5 | -7 | 0 | -6
51 | COCCCNC(=O)CCn1c(=O)c2ccccc2n(CC(=O)Nc2cc(Cl)ccc2C)c1=O | -29 | -4 | -2 | -28 | 3 | -4 | -10 | -3 | 8 | 19 | -7
52 | CCOC(=O)Nc1ccc(NC(=O)OCC)cc1 | -1 | -3 | -12 | -3 | -15 | -32 | -18 | 0 | 5 | 3 | -13
53 | CC(=O)NCCc1nc2cc(NC(=O)c3ccccc3Cl)ccc2n1C | -33 | -41 | -21 | -6 | -38 | -43 | -5 | -1 | -6 | -2 | -27
